# Pf Dd2 inh – Plasmodium falciparum Dd2 growth inhibition | AID 1347417 | P. falciparum Dd2 growth, SYBR Green, 72 h | Potency, µM (doses to about 28.9 µM), for the others: at the highest dose activity, negative = inhibition, most hits filed as inhibitors | 120,000 tested, 4.3% active; active = well fitted inhibition curve with a large enough effect; inconclusive = small, poorly fitted or top-dose-only effect; inactive = no such curve, though single readings can be large or run the other way;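 also: plate controls were DMSO vehicle for no effect and reference drug for full effect; nearly all actives have a fitted effect of over 65% in size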
#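 Readout: SYBR Green fluorescence, 485 nm excitation, 535 nm emission, after ~16 h lysis at 37C. Before that, Dd2-infected red cells (2.5% hematocrit) grew 72 h with compound, 29 uM top final concentration.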
# Active calls of the source: *; i = inactive; ? = inconclusive; [ ] = remark or other dose. Potency is read from the fitted curve at half-maximal effect.
SMILES,Pf Dd2 inh
Cc1noc(C)c1CC(=O)N1CCC2(CC1)CC(N(Cc1ccccc1)C1CC1)CCO2 (stereo not drawn),i
Cc1cccc(CNC(=O)c2nnn3cc(C)[nH]c(=O)c23)c1,?
O=C(c1ccc(-c2cnco2)cc1)N1Cc2ccccc2C(O)C1 (stereo not drawn),-2.3%
Cc1ccc(C)c(Nc2nn3c(=O)c4ccc(C(=O)NC5CCCCC5)cc4nc3s2)c1,-24.7%
CCc1cc(=O)n(CC(=O)Nc2ccc(C(F)(F)F)cc2)c(N2CCOCC2)n1,i
Cc1cc(C)n(CCCN(C)Cc2ccccc2C#N)n1,-19.0%
CCOc1ccc(NC(=O)CSc2ncc3c(n2)-c2ccccc2N(Cc2ccccc2C)S3(=O)=O)cc1,21.8%
CC(=O)NC[C@@H]1C=C(C)[C@H](CC(=O)NCc2ccc(F)cc2)C[C@H]1C(C)C,i
CCOc1ccccc1CN1CCC2(CC1)CC(C(=O)N1CCOCC1)N(C)C2 (stereo not drawn),?
Cc1noc(C)c1-c1cc2c(cc(-c3ccccc3)n2C)c(N(C)C)n1,?
COC(=O)c1c(NC(=O)CCCOc2ccc(C(C)(C)C)cc2)sc2c1CCC(C)C2 (stereo not drawn),133.1%[activator]
Cc1cccc(OCC(=O)N2CCC3(CC2)c2nccn2-c2ccccc2CN3C)c1,i[5.79 µM]
COc1ccc(C(=O)Nc2ccc(NC(=O)c3cccs3)cc2)cc1OC,12.7%
COc1cccc(CCC2CCCN(C(=O)c3ccc(OC)o3)C2)c1 (stereo not drawn),-15.4%
CCN1c2cc(C(=O)NCc3ccncc3)ccc2C(=O)N2CCCCCC21 (stereo not drawn),-14.4%
Cc1ccc(S(=O)(=O)N2CCCN(C(=O)C3CC3)c3ccccc32)cc1F,i
COc1ccc(CCNC(=O)Cc2c(C)c3c(cc(C)c4c(C)c(C)oc43)oc2=O)cc1,-3.8%
O=C(O)CCn1ccc2cc(S(=O)(=O)N3CCCCC3)ccc21,-1.5%
COc1cc(OC)cc(C(=O)NC2CCN(c3cc(-c4ccc(F)cc4)[nH]n3)CC2)c1,?
O=C(Cn1cnc2nc3c(cc2c1=O)CCCC3)N1CCN(c2ccccc2)CC1,38.7%[activator]
O=C(NC1CCCCC1)c1ccc2c(c1)N(Cc1cccc(F)c1)C(=O)c1ccccc1S2,9.7%
Cc1cccc(C(=O)Nc2c(-c3ccc(F)cc3)nc3ccccn23)c1,?
Cc1cc(C)c2oc(C(=O)Nc3c(C(=O)Nc4ccccc4)oc4ccccc34)cc(=O)c2c1,40.4%[activator]
O=C1CC(c2ccccc2)N(C(=O)CNC(=O)c2cc(-c3ccc(F)cc3)n[nH]2)CCCCCN1 (stereo not drawn),i
COCC1CCN(c2ncc(C(C)(C)C(=O)O)c(N3CCOCC3)n2)CC1,1.3%

# For convenience, 7 of the compounds above.
SMILES,Pf Dd2 inh
Cc1noc(C)c1CC(=O)N1CCC2(CC1)CC(N(Cc1ccccc1)C1CC1)CCO2 (stereo not drawn),i
Cc1cccc(CNC(=O)c2nnn3cc(C)[nH]c(=O)c23)c1,?
O=C(c1ccc(-c2cnco2)cc1)N1Cc2ccccc2C(O)C1 (stereo not drawn),-2.3%
Cc1ccc(C)c(Nc2nn3c(=O)c4ccc(C(=O)NC5CCCCC5)cc4nc3s2)c1,-24.7%
CCc1cc(=O)n(CC(=O)Nc2ccc(C(F)(F)F)cc2)c(N2CCOCC2)n1,i
Cc1cc(C)n(CCCN(C)Cc2ccccc2C#N)n1,-19.0%
CCOc1ccc(NC(=O)CSc2ncc3c(n2)-c2ccccc2N(Cc2ccccc2C)S3(=O)=O)cc1,21.8%

# Later entries.
SMILES,Pf Dd2 inh
Cc1ccc(Cl)cc1N1CCN(C(=O)c2cc(S(=O)(=O)N3CCCC3)c[nH]2)CC1,i
CC(=O)C1=C(OC(=O)C(C)C)c2ccccc2S(=O)(=O)N1Cc1ccccc1,9.9%
COc1nccnc1NC1CCN(C(=O)NC2CCCC2)CC1,22.5%[5.79 µM]
O=C(Cc1ccccc1Cl)Nc1cccc(-c2nnc3n2CCCC3)c1,7.08µM*
Cc1cccc(-c2noc(CCC(=O)N[C@H]3CC[C@H]3NC3CCCC3)n2)c1,i
COCc1noc([C@@H]2CN(Cc3cnn(C(C)C)c3)C[C@H]2C(N)=O)n1,-14.9%
O=C(CSc1nnc(-c2ccc3c(c2)OCO3)o1)Oc1ccccc1,26.5%
c1cncc(-c2n[nH]c(C3CCCCN3)n2)c1 (stereo not drawn),-15.0%
COc1ccc(C2Cn3nnc(-c4noc(COc5cccc(C)c5)n4)c3CO2)cc1 (stereo not drawn),10µM*
CCN(CC)CCNC(=O)C(=O)NCC(c1cccnc1)N1CCN(c2ccc(F)cc2)CC1 (stereo not drawn),?
C[C@]1(CO)[C@H]2Cc3sc(NC(=O)C4CCC4)nc3[C@@H](CC(=O)NC3CCCC3)[C@]2(C)CC[C@H]1O,?
COC1CN(c2cccc(F)c2)C12CCN(C(=O)CC(C)C)CC2 (stereo not drawn),?
CSc1ccc(-c2ccc(=O)n3c2[C@@H]2C[C@@H](CN(C(=O)Nc4cccc(F)c4)C2)C3)cc1,i
Cc1noc([C@@H]2CC(F)(F)CN2C(=O)c2cc(C)oc2C)n1,-28.5%
OC[C@H]1C[C@@H](NCc2cccc3c2OCO3)[C@H](O)[C@@H]1O,12.9%[44.1 µM]
CCC(=O)N1CCC(Oc2ncccc2C(N)=O)CC1,-16.7%
COc1ccc(-c2cc(N3CCCN(C(=O)C4(c5ccc(OC)cc5)CC4)CC3)n[nH]2)cc1,-22.0%
O=C(N[C@@H]1COCC[C@@H]1OCc1ccccc1)c1ccc2ncsc2c1,23.8%
COCC1CN(S(=O)(=O)Cc2ccc(C)c(C)c2)CC12CCNCC2 (stereo not drawn),?
O=C1OCC2(CCN(Cc3ccc(F)c(Cl)c3)C2)N1Cc1ccccn1 (stereo not drawn),i
O=C1CCC2(CCCO2)CCN1Cc1ccccc1 (stereo not drawn),?
CN(C)Cc1nnc(C2CC(NC(=O)Cc3noc4ccccc34)C2)n1C (stereo not drawn),-6.6%
CC(NC(=O)c1ccc(CSc2nc3ccncc3n2Cc2ccc(F)cc2)cc1)c1ccccc1 (stereo not drawn),8.91µM*
COCCn1c(C)nnc1-c1cc(-c2ccnc(C)c2)ccn1,-9.1%[44.1 µM]
CN1C(=O)CCC2(CNC(=O)c3ccncc3)CCC=C12 (stereo not drawn),-24.1%

# Further structures follow:
SMILES,Pf Dd2 inh
COCC(=O)NC1CCC12CCN(Cc1cccc(C)c1)CC2 (stereo not drawn),?
Cc1cc(C)cc(-n2c(C)nc3cc(C(=O)O)ccc32)c1,5.3%
O=C(Cn1cc(SCc2ccccc2F)c2ccccc21)N1CCCC1,3.5%
O=C(Nc1cnc(-c2ccc(Cl)cc2)nc1)c1ccccc1Cl,i
CSc1ccc(-c2nc(CN3CCCC(CO)C3)c(C)o2)cc1 (stereo not drawn),i
Cc1nc2ccccc2n1CCc1nc2c3ccccc3nc(SCC(=O)Nc3ccc(C(C)C)cc3)n2n1,8.91µM*
CCn1c(CO)nnc1C1CC(NC(=O)CCc2n[nH]c3c2CCCC3)C1 (stereo not drawn),-3.7%
COCCN(Cc1cccs1)S(=O)(=O)c1cc(-c2cc(C)no2)ccc1C,12.1%
CN1C[C@@H]2CC[C@H](CC1=O)N2C(=O)c1cnn2cc(CCO)cnc12,i
CS(=O)(=O)N1CCn2cc(C(=O)Nc3ccc(Cl)cc3Cl)nc2C1,-3.9%
COc1ccc(F)c(CN2C[C@@H](C(=O)O)C[C@@H](C(=O)NCc3ccccn3)C2)c1,1.1%
CCc1cccc(NC(=O)Cn2nc3n(c2=O)CCCCC3)c1,8.9%
CCn1c(CNC(=O)c2ccc(OC)cc2)nnc1SCC(=O)Nc1ccc(C)cc1,-2.2%
O=C(Nc1cccc2ccccc12)O[C@@H]1CO[C@H]2[C@@H]1OC[C@@H]2NC(=S)Nc1ccc(Cl)cc1,i
CN(C)CC1(O)CCC2(CCN(C(=O)CCc3nc4ccccc4[nH]3)CC2)CC1,7.3%
CNC(=O)NC[C@H]1CCN(Cc2scnc2C)C[C@H]1N(C)C,55.3%[activator]
COC(=O)C1=C(C)N=C2SC=C(CC(=O)NCCC(C)C)N2C1c1ccccc1Cl (stereo not drawn),-0.9%
COc1ccc(CN2C(=O)C(NC(=O)c3ccc(C)cc3)(C(F)(F)F)N=C2c2ccccc2)cc1 (stereo not drawn),i
COc1ccc(CNC(=O)Cn2c(C)cc3nc4n(c(=O)c32)CCCCC4)cc1OC,i
CN(CCCNC(=O)CN1CC2CC(C1)[C@H]1CCCC(=O)N1C2)C1CCCCC1 (stereo partly drawn),-28.4%
CCc1ccc(S(=O)(=O)c2nnn3c2nc(NCCC(C)C)c2cc(Cl)ccc23)cc1,?
COc1ccc(-c2onc(C)c2C)cc1S(=O)(=O)NCc1ccc(C)o1,i
COc1ccccc1-c1ccc2ncc(Nc3cccnc3OC)n2n1,-7.1%[44.1 µM]
CCCCc1c(C)nc2c(-c3ccc(OC)cc3)c(C)[nH]n2c1=O,i
CCOc1cc(C(=O)Nc2ccc3nc(N4CCN(C)CC4)cc(C)c3c2)cc(OCC)c1OCC,3.16µM*

# Pulled one by one from above (four):
SMILES,Pf Dd2 inh
CNC(=O)NC[C@H]1CCN(Cc2scnc2C)C[C@H]1N(C)C,55.3%[activator]
COCC(=O)NC1CCC12CCN(Cc1cccc(C)c1)CC2 (stereo not drawn),?
O=C(Nc1cccc2ccccc12)O[C@@H]1CO[C@H]2[C@@H]1OC[C@@H]2NC(=S)Nc1ccc(Cl)cc1,i
COc1ccc(CN2C(=O)C(NC(=O)c3ccc(C)cc3)(C(F)(F)F)N=C2c2ccccc2)cc1 (stereo not drawn),i

# Further structures
SMILES,Pf Dd2 inh
CCN1CCN(C2(C(=O)N3CCC(OC)CC3)Cc3ccccc3C2)CC1,i
COc1ccccc1-c1noc(CSc2nc3ccc(C)cc3[nH]2)n1,-24.7%
Cc1noc(C)c1CCC(=O)NC1CCCc2c1[nH]c1ccc(F)cc21 (stereo not drawn),11.2µM*
COC(=O)N1CCCC2(C1)C(=NC1CCCCC1)NC(=O)N2c1cccnc1 (stereo not drawn),14.3%
Cc1ccc(NC(=O)CCC(=O)N2Cc3ccccc3Oc3ncccc32)cc1,?
COCC(=O)NC[C@H]1CCN(Cc2ccc(OC)cc2)C[C@H]1N(C)C,9.0%
Cn1c(=O)c2ccnn2c2ccc(C(=O)NC3CCCC3)cc21,8.3%
Cc1cn(CC(=O)N2C[C@@H](C)[C@](O)(C(C)C)C2)c(=O)[nH]c1=O,-11.5%
CC(=O)N1CCCC(c2[nH]ccc2C(=O)NCCc2cccs2)C1 (stereo not drawn),5.9%
COCCn1c(CCC(=O)Nc2ccc(C)c(Cl)c2)nc2cccnc21,12.1%
COc1ccc(-n2c(/C=C\c3ccccc3F)nc3ccccc3c2=O)c(OC)c1,?
CCCc1noc(-c2ccn3c(CNC(=O)c4ccc(F)c(Cl)c4)nnc3c2)n1,i
CCCCCn1c(CCCNC(=O)c2ccc(Cl)cc2)nc2ccccc21,-27.6%
CCC(CC)CN1CC2(CCN(C(=O)CCc3cnn(C)c3)CC2)OC1=O,-20.1%
CN1CCN(C(=O)N2CCC3(CCCN(C4CCOCC4)C3=O)C2)CC1 (stereo not drawn),9.6%
COC(=O)[C@@H]1Cc2c([nH]c3ccccc23)[C@H]2C[C@@H](N3CCOCC3)C[C@@H](c3ccccc3)N21,?
COc1ccccc1NC(=O)N1c2ccccc2Sc2ccccc21,?
CCc1ncc(C(=O)N2CCC(c3cc(Cc4ccccc4)[nH]n3)CC2)cn1,0.7%
CCc1ccc(N2CC(c3noc(-c4cc(F)ccc4F)n3)CC2=O)cc1 (stereo not drawn),72.0%[activator]
Cc1cccc(NC(=O)Cn2c(=O)n(Cc3nc(-c4ccccc4)no3)c(=O)c3ccccc32)c1,?
COc1ccccc1-c1cnc(Nc2ccncc2)c2c1CCO2,?
CCCn1c(=NC(=O)c2c(-c3c(F)cccc3Cl)noc2C)c(C(=O)OCC)cc2c(=O)n3ccccc3nc21,i
O=C(O)CCC(=O)N1CC[C@H](c2nnc(-c3cccnc3)o2)C1,11.5%[44.1 µM]
COC(=O)c1cc2occc2n1Cc1nc(-c2ccccc2F)oc1C,7.2%
COCCNC(=O)C(=O)NCC(c1cccnc1)N1CCN(c2ccccc2F)CC1 (stereo not drawn),54.9%[activator][0.594 µM]

# Later entries:
SMILES,Pf Dd2 inh
Cc1ncc2c(n1)C[C@@H]1CC[C@H]2N1C(=O)NC1CCCC1,8.8%
Cc1cc(C)n(CC(=O)N2CCCCCCNC(=O)[C@@H]3CCCC[C@@H]32)n1,-2.5%
Cc1nc(-c2ccccc2Br)cc([C@H]2CN3CC[C@H]2C[C@@H]3CNC(=O)c2ccco2)n1,-6.5%
O=C(NC1CC1)c1c[nH]c2cccnc12,-2.9%[44.1 µM]
COc1ccccc1CN1CCc2nc(C(=O)Nc3nc(C)cs3)oc2CC1,-9.1%[44.1 µM]
O=C(NCc1ccc(F)cc1)c1cc2c(s1)CCN(C(=O)c1ccc(F)cc1)C2,?
COc1ccccc1-c1nnc(C2CCN(S(=O)(=O)c3ccccc3)CC2)o1,4.1%
c1ccc(CN2Cc3[nH]cnc3C[C@H]2c2nc(-c3ccccc3)no2)cc1,12.6µM*
O=C(CCC1CCCC1)NCCc1noc(-c2ccccc2)n1,i
CN1CC(=O)N(c2ccccc2F)Cc2c(NC3CCC3)ncnc21,20.5%
Cc1cccc(C(=O)Nc2cccc(C3OC(=O)N(Cc4ccccc4)C3C(=O)N3CCOCC3)c2)c1 (stereo not drawn),i
COc1ccc(N2C(=O)CSC23C(=O)N(CC(=O)NC2CCCCC2)c2ccccc23)cc1 (stereo not drawn),?
COc1ccc(C)cc1NC(=O)Nc1cccc(OCc2cc(=O)n3ccc(C)cc3n2)c1,i
C#CCN(C)C(=O)C[C@@H]1c2nc(NC(=O)CCCCC)sc2C[C@@H]2[C@](C)(CO)[C@H](O)CC[C@]21C,10µM*

# These rows are one share of the data; count on the stated rates, not on these rows.
